D1 ag – Allosteric Agonists of the Human D1 Dopamine Receptor: qHTS; D(1A) dopamine receptor (Homo sapiens), P21728; actives 1% (n = 360,000); activation, % at 2 µM; AID 504660, 2011; HEK293 T-REx D1 cells, calcium flux, agonist mode; in the data active means activation above about 30%; further: 0% is about no effect
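Tetracycline-induced HEK293 TREx D1 cells, force-coupled to calcium signalling, were dye-loaded with a no-wash calcium kit. Compound was pin-added after a 10 s baseline. Fluorescence was read kinetically at 1 cycle/s for 180 s, with calcium rises flagged as agonism.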
D1 PAM – Potentiators of Human D1 Dopamine Receptor: qHTS. potentiation, % at 10 µM. actives 0.036% (n = 360,000). HEK293 TREx D1 cells, calcium flux, dopamine EC20 potentiation. D(1A) dopamine receptor (Homo sapiens), P21728; in the data active means potentiation above about 30%; further: 0% is about no effect
RXFP1 agonist – qHTS Assay for Agonists of the Relaxin Receptor RXFP1; Potency, µM (series often up to 57.5 µM), for inactives: at the top dose activation, usual class: activators; Relaxin receptor 1 (Homo sapiens), Q9HBX9; HEK293T-RXFP1 cAMP TR-FRET, 30 min; response scale: percent of porcine relaxin response, buffer zero; actives 0.3% (n = 370,000); further: potency means the concentration at half of the fitted maximal effect; on the % scale 0 is the no-effect control and ±100 the full control effect; nearly all actives have a fitted effect of over 60% in size; many of its hits are not listed in these tables
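cAMP rise read by TR-FRET after 30 min, 37C compound exposure (up to 58 uM) in RXFP1-transfected HEK293 cells with Ro 20174 present. EC50 from Hill-equation fits, with 29 nM porcine relaxin as 100% and buffer as basal.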
D2 potentiator – HTS Assay for Positive Allosteric Modulators of the Human D2 Dopamine Receptor: Primary Screen for Potentiators | D(2) dopamine receptor (Homo sapiens), P14416 | HEK293 T-REx D2, calcium flux, EC20 dopamine potentiation | potentiation, % at 10 µM | actives 0.34% (n = 340,000) | AID 485347, 2010;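 active means potentiation over 3 SD above the plate norm, cut at about 30% in these data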; further: 0% is about no effect
Target sequence (P14416 whole entry, looked up): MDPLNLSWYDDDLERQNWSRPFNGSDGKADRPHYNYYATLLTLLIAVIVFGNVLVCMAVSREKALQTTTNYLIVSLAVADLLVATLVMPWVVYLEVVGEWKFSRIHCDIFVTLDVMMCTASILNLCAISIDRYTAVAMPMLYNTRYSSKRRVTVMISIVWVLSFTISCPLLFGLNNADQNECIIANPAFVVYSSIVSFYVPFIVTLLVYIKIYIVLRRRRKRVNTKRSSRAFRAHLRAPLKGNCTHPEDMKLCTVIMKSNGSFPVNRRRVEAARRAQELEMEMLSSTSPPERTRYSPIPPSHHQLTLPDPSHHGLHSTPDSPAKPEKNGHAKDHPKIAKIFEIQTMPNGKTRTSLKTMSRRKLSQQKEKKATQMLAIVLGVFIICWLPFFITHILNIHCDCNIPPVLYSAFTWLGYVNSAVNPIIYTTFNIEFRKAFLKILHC
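Potentiation of an EC20 dopamine calcium response measured kinetically over 180 s, after a preceding 180 s compound-only read flagging agonists. Cells: inducible Hek293 Trex D2 line, 4000/well, cultured overnight at 30 C before dye loading.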
Vif-A3G inh – qHTS for Inhibitors of Vif-A3G Interactions: qHTS | actives 0.076% (n = 410,000) | AID 602310, 2012 | Potency, µM (highest dose often 46.1 µM), for the others: at the highest dose activity, negative = active, actives largely listed as inhibitors | HeLa A3G-eYFP + Vif (tagged APOBEC3G with the HIV-1 protein that degrades it), YFP fluorescence, overnight | DNA dC->dU-editing enzyme APOBEC-3G (Homo sapiens), Q9HC16;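 further: potency means the concentration at half of the fitted maximal effect; on the % scale 0 is the no-effect control and ±100 the full control effect; nearly all actives have a fitted effect of over 60% in size; hits raise eYFP signal because A3G escapes Vif-driven loss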
Target sequence (Q9HC16 whole entry, looked up): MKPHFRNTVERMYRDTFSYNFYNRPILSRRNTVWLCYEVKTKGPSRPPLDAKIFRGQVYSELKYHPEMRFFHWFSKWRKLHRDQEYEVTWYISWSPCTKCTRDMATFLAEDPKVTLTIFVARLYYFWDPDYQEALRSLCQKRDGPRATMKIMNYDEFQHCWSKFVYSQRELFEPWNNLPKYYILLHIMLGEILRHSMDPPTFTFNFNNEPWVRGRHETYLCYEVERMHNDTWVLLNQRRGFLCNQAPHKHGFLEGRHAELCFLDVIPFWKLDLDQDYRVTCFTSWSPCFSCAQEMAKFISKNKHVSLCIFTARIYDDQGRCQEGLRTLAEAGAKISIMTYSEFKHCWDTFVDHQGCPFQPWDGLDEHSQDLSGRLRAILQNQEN
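HeLa cells stably expressing Vif and C-terminally eYFP-tagged A3G, seeded overnight at 37 deg C, then exposed to compound by pintool overnight at 37 deg C. Rise in yellow fluorescence (Ex 488/Em 500-530, Acumen) marks blocked Vif-driven A3G degradation.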
Vif-A3F inh – qHTS for Inhibitors of Vif-A3F Interactions: qHTS | actives 0.2% (n = 390,000) | Potency, µM (doses to about 46.1 µM), without a hit: at the highest dose activity, negative = active | HeLa A3F-eYFP + Vif (tagged APOBEC3F with the HIV-1 protein that degrades it), YFP fluorescence increase; further: potency means the concentration at half of the fitted maximal effect; % of control where 0% means no effect; nearly all actives have a fitted effect of over 65% in size
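Fluorescence increase (Ex 488/Em 500-530) after overnight compound treatment at 37 deg C flags inhibition of Vif-driven A3F-eYFP loss in stable HeLa A3F-eYFP/Vif cells seeded overnight beforehand.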
D1 antagonist – Antagonist of Human D 1 Dopamine Receptor: qHTS; D(1A) dopamine receptor (Homo sapiens), P21728; HEK293 TREx D1 cells, calcium flux, dopamine EC80; stronger effect = lower value; activity change, negative = inhibition, % at 10 µM; actives 3.2% (n = 360,000); AID 504652, 2011; in the data active means activity change below about -30%; further: on the % scale 0 is the no-effect control and ±100 the full control effect
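Antagonism measured as reduced calcium response to an EC80 dopamine addition following 180 s compound pre-read; cells were inducible HEK293 Trex D1 plated overnight at 30 C, read kinetically at 1 cycle/sec.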
GRP78 ERSR act – qHTS for Inducers of the Endoplasmic Reticulum Stress Response (ERSR) in Human Glioma: qHTS; U87-MG GRP78 promoter luciferase reporter, 16 h; Potency, µM, for the others: top-dose activation, most hits filed as activators; actives 0.02% (n = 420,000); AID 602332, 2012; further: potency means the concentration at half of the fitted maximal effect; series mostly up to about 76 µM; % of control where 0% means no effect; nearly all actives have a fitted effect of over 35% in size
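ERSR induction read as luciferase luminescence (Bright-Glo, 10 min at room temperature) in stably transfected human U87-MG glioma cells exposed to compounds for 16 h, using GRP78 as sensor.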
RXFP1 antagonist – qHTS Assay for Antagonists of the Relaxin Receptor RXFP1 | HEK293-RXFP1, relaxin-stimulated cAMP HTRF, 30 min; stronger effect = lower value | activity change, negative = inhibition, % at 57.5 µM | actives 0.59% (n = 350,000) | AID 1259400, 2018;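 active means activity change of -60% or lower, but not beyond a set lower limit; inconclusive means change between -60% and -40%, or beyond the set limit; inactive means change above -40%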; further: on the % scale 0 is the no-effect control and ±100 the full control effect
Starred values were filed as active, the others as inactive; ? = inconclusive; . = no result given. Unless noted, the call rests on the fitted dose curve; in most records, active means well fitted curve in the direction sought with a large enough effect; inconclusive means small, poorly fitted or top-dose-only effect, or another doubt; inactive means no such curve, though single readings can be large; an effect the other way counts as inactive or inconclusive. An excerpt; the hit share may differ from the screen's.

compound	D1 ag	D1 PAM	RXFP1 agonist	D2 potentiator	Vif-A3G inh	Vif-A3F inh	D1 antagonist	GRP78 ERSR act	RXFP1 antagonist
COc1cccc(CNC(=O)Cn2c(=O)oc3cc(S(=O)(=O)N4CCCCCC4)ccc32)c1	8	-2	0.4%	-9	6%	2%	-13	-3%	-33
CCOc1ccc(C(=O)NCC(=O)N2CCCCCCC2)cc1OCC	0	-8	0.5%	-6	2%	3%	6	-2%	-5
COC(=O)c1ccc(Cl)c(NC(=O)CN(c2ccccc2)S(=O)(=O)c2ccc(OC)cc2)c1	9	6	1.4%	1	1%	7%	-3	-5%	0
CN(C)c1cccc(C(=O)N2CCC(c3ccncc3)CC2)c1	8	-3	0.1%	3	4%	-4%	3	-4%	-5
O=S(=O)(c1ccc2nc(Nc3ccc(F)cc3)ccc2c1)N1CCCC1	2	-7	?	-6	1%	-6%	-19	-2%	-5
CN1CCN(C(c2cccs2)c2nnnn2Cc2ccc(F)cc2)CC1 (stereo not drawn)	14	4	0.4%	8	-2%	3%	-1	-2%	-3
CCOC(=O)c1cc(-c2ccccc2)nn1Cc1cc(C)no1	6	0	1.6%	-7	0%	3%	10	-2%	.
COCCNC(=O)C1CC(c2cccc(OC)c2)=NO1 (stereo not drawn)	2	-2	-0.1%	-4	-3%	-17%	1	-2%	7
COc1ccc(-c2nnc(SCCOc3cccc(C)c3)n2N)cc1	1	-3	1.0%	-1	-3%	.	-5	-4%	-11
CCC(C(=O)NCCCN1CCCCCC1)n1nc(C)c2sc3ccccc3c2c1=O (stereo not drawn)	4	4	0.1%	6	1%	-12%	12	-1%	17
O=C(COC(=O)c1cc(Br)ccc1Cl)NC(=O)NCc1ccccc1	2	2	0.9%	-1	1%	0%	12	-3%	-6
CC(OC(=O)c1ccccc1NCCO)C(=O)NCC(=O)Nc1ccc(F)c(F)c1F (stereo not drawn)	0	13	5.1%	-4	0%	5%	-12	-4%	-2
COc1ccccc1C(=O)C1CCCN(C(=O)c2ccc(Cl)cc2)C1 (stereo not drawn)	.	.	.	.	2%	3%	.	-2%	-4
Cc1ccc(CC(SCc2ccccc2)C(=O)O)cc1C (stereo not drawn)	2	-2	-3.1%	10	1%	4%	10	-3%	-1
COCCn1c(SCC(=O)N2CC(=O)Nc3ccccc32)nc2ccccc21	0	6	1.0%	-3	0%	4%	-8	-4%	-4
O=C(OCN1C(=O)c2ccccc2C1=O)c1ccc(Cl)nc1	3	-6	2.4%	-4	0%	-2%	-13	-1%	-5
O=[N+]([O-])c1ccc(N/N=C2/CCCCC2c2ccccn2)cc1 (stereo not drawn)	2	9	0.1%	-7	-12%	6%	-59*	19%	-3
Cc1ccc(C23CC4CC(CC(C(=O)NC(C)C(N)=O)(C4)C2)C3)cc1 (stereo not drawn)	0	-1	4.1%	-13	2%	4%	13	-4%	-8
CC(C)N1CCc2c(sc(NC(=O)c3ccc(S(=O)(=O)N4CCc5ccccc54)cc3)c2C(N)=O)C1	32*	-3	0.0%	-4	20µM*	6.3µM*	6	-11%	-9
CCN1CCN(C(=O)/C=C/c2c(F)cccc2Cl)CC1	1	2	2.6%	-17	-2%	-3%	2	1%	-6
CCCCOc1ccc(Cl)cc1CSc1nnc(CC)n1N	0	2	-0.5%	.	2%	-7%	6	-1%	-16
CCCCC(CC)C(=O)NCc1ccc(F)cc1 (stereo not drawn)	5	0	0.2%	-8	-1%	-7%	1	-2%	4
CCn1c(SCC(=O)Nc2ccc(OC)cc2)nc2nc3c(cc2c1=O)CCCC3	3	1	2.7%	2	-9%	2%	3	-4%	-11
CCOC(=O)Nc1cc2c(C)cc(=O)oc2cc1C	3	7	-1.9%	11	1%	6%	-17	-2%	.
COCCOC(=O)C1=C(C)NC(=O)NC1c1c(F)cccc1Cl (stereo not drawn)	5	-4	1.7%	7	-7%	-7%	-5	-3%	-9

Single records, as listed above. Order of values: D1 ag	D1 PAM	RXFP1 agonist	D2 potentiator	Vif-A3G inh	Vif-A3F inh	D1 antagonist	GRP78 ERSR act	RXFP1 antagonist
O=C(OCN1C(=O)c2ccccc2C1=O)c1ccc(Cl)nc1 is listed with 3	-6	2.4%	-4	0%	-2%	-13	-1%	-5
CCOc1ccc(C(=O)NCC(=O)N2CCCCCCC2)cc1OCC is listed with 0	-8	0.5%	-6	2%	3%	6	-2%	-5

Additional results follow.
compound	D1 ag	D1 PAM	RXFP1 agonist	D2 potentiator	Vif-A3G inh	Vif-A3F inh	D1 antagonist	GRP78 ERSR act	RXFP1 antagonist
CC(=O)c1ccc(Nc2nc(-c3sc(C)nc3C)cs2)cc1	.	.	.	.	?	?	.	-2%	-10
O=C(Nc1ccc(Cl)c(S(=O)(=O)N2CCOCC2)c1)C1CCCC1	.	.	.	.	2%	5%	.	-3%	11
CC(C(=O)N1CCOCC1)(c1ccccc1)c1ccccc1	0	-9	0.6%	1	-24%	-3%	-34*	-4%	6
COc1cccc(NC(=O)N2CCC(n3nnc4ccccc43)CC2)c1	20	-4	-0.2%	18	-4%	9%	-47*	0%	5
COc1ccc(/C=C(\C#N)C(=O)OCC(=O)NCc2ccccc2OC)cc1	9	-4	2.0%	0	0%	-13%	5	-2%	-14
O=C(NCc1ccco1)NC(=O)c1csc([N+](=O)[O-])c1	0	2	0.7%	-2	0%	11%	0	-1%	-2
CC(=O)c1cccc(NC(=O)C2CCCN(S(=O)(=O)c3cccc4cccnc34)C2)c1 (stereo not drawn)	3	4	-0.5%	-8	2%	0%	7	0%	-15
O=C(N/N=C/c1cn(-c2ccccc2)nc1-c1cccs1)c1ccncc1	1	2	1.3%	11	-6%	5%	-26	0%	-39
C=CCNC(=O)NC(=O)CSc1nnc(C(F)(F)F)n1C	5	-1	1.0%	6	-24%	0%	-5	-3%	3
CCOC(=O)N1CCN(C(=O)c2ccc(C)c(S(=O)(=O)Nc3cccc(C)c3C)c2)CC1	2	-3	0.7%	8	2%	-6%	-25	-4%	-21
O=C(O)COc1nsnc1N1CCOCC1	0	1	0.2%	7	-1%	1%	14	-4%	-4
COc1ccccc1C(=O)Nc1ccc(OCc2cc(=O)n3cccc(C)c3n2)cc1	2	3	?	-5	4%	6%	6	-1%	9
C/C(=N\NC(=O)NC1CCCCC1)c1ccc(Cl)s1	1	1	0.0%	16	3%	?	12	-2%	-1
C/C(=N/NC(=O)c1cn(-c2cccc(C)n2)cn1)c1ccc(C)cc1	7	-4	-0.3%	17	1%	-8%	-6	-3%	-6
CCCCCCn1c(=O)[nH]c2c(c1=O)CCC2	1	3	-3.5%	-1	-8%	18%	1	10%	-33
O=C(N/C=N/OCc1ccc(Cl)cc1Cl)NOCc1ncc(C(F)(F)F)cc1Cl	6	6	0.6%	6	-10%	-1%	25	-19%	1
CCC(C)NC(=O)CSC1=Nc2ccccc2C2=NC(CC(=O)NCc3ccccc3)C(=O)N12 (stereo not drawn)	-1	-5	2.6%	0	1%	-3%	-12	-5%	2
O=S(=O)(Nc1ccc(-c2ccc(N3CCCC3)nn2)cc1)c1ccccc1Cl	2	0	-0.2%	-2	0%	3%	15	3%	-22
O=C(NC12CC3CC(CC(C3)C1)C2)c1cnccn1	-1	0	-2.7%	12	-8%	0%	3	-3%	-6
CCc1nc(OCc2ccccc2)c2sc3nc4c(cc3c2n1)COC(C)(C)C4	0	-3	0.3%	-1	1%	-8%	3	-3%	-15
CC(NC(=O)c1ccc2c(c1)sc1nc(-c3ccc(F)cc3)cn12)C12CC3CC(CC(C3)C1)C2 (stereo not drawn)	1	0	2.4%	-7	4%	-1%	7	-2%	16
COc1ccc(OCC(=O)NNC(=O)C2CCN(c3ncnc4sc(C)c(C)c34)CC2)cc1	1	-4	-0.1%	4	-2%	-16%	-5	-4%	-11
CCOC(=O)N1CCN(C(=O)c2ccc3nc4ccsc4c(=O)n3c2)CC1	-2	8	8.8%	15	-1%	-7%	-6	-3%	0
CCOc1ccccc1NC(=O)C(=O)Nc1ccc2nc3n(c(=O)c2c1)CCCCC3	1	1	0.0%	13	-1%	1%	7	-1%	-3
Oc1ccc(CCc2ccccn2)cc1	.	.	.	.	1%	-9%	.	9%	5
Cc1ccc(-c2cc(C(=O)NCCCn3ccnc3)c3cc(Br)ccc3n2)o1	2	-3	5.8%	6	-2%	3%	-1	-1%	0
Cc1ccc(S(=O)(=O)N(C)C)cc1NC(=S)Nc1cccc2ccccc12	2	7	0.6%	-22	1%	-17%	7	-5%	1
COc1ccccc1-n1c(CNC(=O)c2cccc([N+](=O)[O-])c2C)n[nH]c1=S	2	-2	0.5%	.	-1%	-19%	7	-4%	3
COP1(=O)C=C[C@H](N(Cc2ccccc2)S(=O)(=O)c2ccccc2[N+](=O)[O-])[C@@H](C)O1 (stereo partly drawn)	3	-9	4.7%	1	-1%	5%	6	-2%	.
Cc1ccc(Nc2nnc(SCC(=O)c3c(N)n(C4CC4)c(=O)[nH]c3=O)s2)cc1C	2	-2	2.5%	1	1%	-2%	20	5%	-7
COc1ccccc1/C=N/N1CCN(c2ccc(Cl)cc2)CC1	6	-9	-0.3%	-22	0%	1%	2	-1%	-6
O=C(O)CCOc1ccc2c(c1)OCCO2	2	-4	2.3%	1	0%	-15%	8	-2%	-6

High-throughput results (PubChem BioAssay)
